# Bioassay records from PubChem.
# Mcl1-Bid inh: disrupts binding of human Mcl-1 to Bid peptide | TR-FRET Mcl-1/Bid-Dy647 peptide binding, 1536-well | actives 0.97% (n = 220,000) | Q07820 | inhibition, % at 21.7 µM;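 active means compounds that cut the binding signal by more than half at the single screening dose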;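 further: His-tagged Mcl-1 with europium anti-His antibody binding Bid BH3 peptide; 0% = Mcl-1 plus peptide wells and 100% = peptide-only wells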
# Target sequence (Q07820 whole entry, looked up): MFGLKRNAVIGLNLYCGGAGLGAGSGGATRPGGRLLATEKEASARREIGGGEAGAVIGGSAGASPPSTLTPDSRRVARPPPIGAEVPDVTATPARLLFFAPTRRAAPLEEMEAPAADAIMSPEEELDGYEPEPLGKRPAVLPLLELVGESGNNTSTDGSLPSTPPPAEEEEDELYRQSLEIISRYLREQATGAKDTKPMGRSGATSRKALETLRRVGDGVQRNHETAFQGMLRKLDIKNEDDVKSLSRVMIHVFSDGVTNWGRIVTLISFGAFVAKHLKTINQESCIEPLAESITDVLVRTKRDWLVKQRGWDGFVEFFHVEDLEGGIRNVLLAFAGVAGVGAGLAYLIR
# RGS4-Gao reg: modulates binding of RGS4 to human Galphao. binding response (% of control), % at 10 µM. P09471. actives 0.33% (n = 220,000). Multiplexed bead flow cytometry; actives lie on both sides; in the data active means binding response below about 49% or above about 150%; inactive means in between;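 further: fluorescent Galphao activated with aluminum fluoride binding bead-coupled RGS4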
# RGS8-Gao reg: regulators of human RGS8-Galphao interaction | multiplexed bead flow cytometry, RGS8-Galphao binding; actives lie on both sides | AID 1423 | actives 0.34% (n = 220,000) | response (percent of control binding), % at 10 µM; in the data active means response below about 60% or above about 140%; inactive means in between;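 further: Galphao activated as the GDP aluminium fluoride complex binding bead-coupled RGS8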
# Bim-Bcl-B: disrupts Bim peptide binding to human Bcl-B; Q9HD36; bead-based flow cytometry; inhibition, % at 10 µM; actives 0.073% (n = 190,000); AID 951;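 further: 0% = tracer peptide without compound and 100% = reference inhibitor peptide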
# Target sequence (Q9HD36 whole entry, looked up): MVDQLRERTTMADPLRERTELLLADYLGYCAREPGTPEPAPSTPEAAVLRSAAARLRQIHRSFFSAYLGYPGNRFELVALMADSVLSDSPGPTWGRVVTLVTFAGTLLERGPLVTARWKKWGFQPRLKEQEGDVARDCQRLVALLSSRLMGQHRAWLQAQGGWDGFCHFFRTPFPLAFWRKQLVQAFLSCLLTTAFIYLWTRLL
# Bcl-W Bim block: human Bim-Bcl-W interaction inhibition; actives 0.02% (n = 190,000); bead-based flow cytometry, Bim peptide-Bcl-W binding; Q92843; inhibition, % at 10 µM;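 further: 0% = bound tracer without compound and 100% = peptide blocker; higher means less fluorescent Bim peptide bound to Bcl-W beads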
# Target sequence (Q92843 whole entry, looked up): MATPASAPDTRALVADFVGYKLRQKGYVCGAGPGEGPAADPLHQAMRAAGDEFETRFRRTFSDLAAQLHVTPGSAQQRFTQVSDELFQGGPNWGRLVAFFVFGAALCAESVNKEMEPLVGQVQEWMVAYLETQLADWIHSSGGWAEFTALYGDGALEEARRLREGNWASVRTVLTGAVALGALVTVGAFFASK
# Bim-Bcl-2: human Bim-Bcl-2 interaction inhibition | inhibition, % at 10 µM | actives 0.06% (n = 190,000) | P10415 | Bead-based flow cytometry, Bim peptide-Bcl-2 binding; in the data active means inhibition above about 40%; inconclusive means no clear call, values can overlap the other calls;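 further: 0% = no compound wells with probe peptide and 100% = reference peptide inhibitor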
# Bim-Mcl-1: disrupts Bim peptide binding to human Mcl-1; Q07820; Bead-based flow cytometry, Bim peptide-Mcl-1 binding; inhibition, % at 10 µM; actives 0.1% (n = 190,000); AID 1009;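 further: 0% = no compound tracer wells and 100% = peptide blocker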
# GSH bead fluor: compound fluoresces at 488/530 nm on GSH beads; fluorescence (KMESF) at 10 µM; AID 1776; actives 0.25% (n = 190,000); GSH beads flow cytometry, compound fluorescence 488/530 nm; hits give high values; in the data active means fluorescence above about 89;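 further: glutathione beads carrying GST-tagged Bcl family fusion proteins plus one bare bead set; values are compound well signal with DMSO vehicle wells as background; inactives centre near 16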
# Bim-Bcl-XL: inhibitors of Bim-Bcl-XL interaction, human. Bim peptide-Bcl-XL binding, bead flow cytometry, fluorescence. inhibition, % at 10 µM. actives 0.04% (n = 190,000). AID 1007
# Target sequence (Q07817 whole entry, looked up): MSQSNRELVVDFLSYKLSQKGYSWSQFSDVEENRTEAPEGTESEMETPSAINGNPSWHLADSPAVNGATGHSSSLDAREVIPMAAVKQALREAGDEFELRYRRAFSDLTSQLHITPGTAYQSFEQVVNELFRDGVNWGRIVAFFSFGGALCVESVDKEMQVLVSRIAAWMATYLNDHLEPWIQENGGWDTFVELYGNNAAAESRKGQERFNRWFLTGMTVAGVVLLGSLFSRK
# RGS7-Gao: modulates binding of RGS7 to human Galphao; P09471; Multiplexed bead flow cytometry; actives lie on both sides; binding response (% of control), % at 10 µM; actives 0.35% (n = 220,000); AID 1439; in the data active means binding response below about 49% or above about 150%; inconclusive means no clear call, values can overlap the other calls; inactive means in between;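 further: fluorescent Galphao held in activated GDP-AlF4 state binding bead-coupled RGS7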
# Bim-Bfl-1: inhibitors of Bim-Bfl-1 interaction, human. actives 0.12% (n = 190,000). Q16548. inhibition, % at 10 µM. AID 1008. Bead-based flow cytometry, Bim-Bfl-1 binding inhibition;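 further: 0% = wells without compound plus tracer and 100% = blocker peptide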
# * = called active by the depositor; ? = inconclusive; / = no result given. Unless noted, no stated cut-off is given here; in the data, active means inhibition above about 40%.
Mcl1-Bid inh	RGS4-Gao reg	RGS8-Gao reg	Bim-Bcl-B	Bcl-W Bim block	Bim-Bcl-2	Bim-Mcl-1	GSH bead fluor	Bim-Bcl-XL	RGS7-Gao	Bim-Bfl-1	smiles
-9	80	91	/	/	/	/	15	/	88	/	Cc1cc(C)n(-c2nc3c(c(=O)[nH]c(=O)n3C)n2Cc2cccc(Br)c2)n1
-7	101	103	-1	1	-2	1	13	-3	101	-8	CCc1ccc(N(CC(=O)O)S(=O)(=O)c2c(C)noc2C)cc1
-20	98	102	-4	0	-2	0	23	0	100	-8	COc1ccc(-n2nc(C(=O)NCC(=O)NCc3ccco3)c3ccccc3c2=O)c(OC)c1
-4	95	87	7	0	1	3	21	0	97	2	COc1cc(NS(=O)(=O)c2ccc(NS(=O)(=O)c3ccccc3)cc2)nc(OC)n1
-29	103	95	-28	-1	-5	-2	14	-10	101	3	CC1CCN(C(=S)c2cccc(O)c2)CC1
-18	100	102	-4	-7	-4	-3	17	-5	104	-7	O=C(COC(=O)/C=C/c1cccs1)NC1CC1
4	98	100	-7	1	-9	0	29	1	95	-10	CC(C)C(=O)Nc1nnc(Cc2ccccc2)s1
-32	104	103	-5	0	3	0	13	0	103	5	C=CCNC(=S)Nc1ccc(C)c(S(=O)(=O)N2CCCCC2)c1
-3	99	100	-4	-4	-5	-1	12	-7	101	-3	CN(C)C(C)(C)C#CCCCCC#CC(C)(C)N(C)C
-16	101	92	0	0	-1	-3	17	-2	101	0	CC(C)(C)n1nnnc1C(c1cccs1)N1CCCc2ccccc21 (configuration not stated)
-24	101	103	-10	-4	-9	-7	35	-11	98	-17	CCS(=O)(=O)N1CCCC(C(=O)NCCc2ccccc2)C1 (configuration not stated)
-7	98	100	0	4	0	0	20	-1	96	-8	c1ccc(-c2nc3ccccc3c3nncn23)cc1
13	101	103	-5	-3	-2	-1	22	-3	99	-2	CC(C)CCNC(=O)c1cc(-c2ccncc2)nc2ccc(S(=O)(=O)N3CCOCC3)cc12
-15	101	102	-8	-1	-2	-3	19	-2	106	-3	Cc1cc(C)nc(SCC(=O)Nc2nonc2N)n1
-14	101	101	-12	-6	-14	-5	27	-9	102	-21	CC(=O)NCCOc1cccc(OCCNC(C)=O)c1
-2	103	100	-4	-3	-3	-1	23	-6	101	-6	Cc1occc1C(=O)N/N=C/c1ccc(Br)s1
-25	98	101	-5	2	-9	0	13	-1	97	-10	CCOC(=O)Cn1c(=O)c2c(nc3n2CCCCN3c2ccc(C)cc2)n(C)c1=O
-11	104	118	-6	-3	-8	-3	18	-1	107	-8	O=C(Cc1ccc(-n2c(=O)c3ccccc3n(Cc3cccc([N+](=O)[O-])c3)c2=O)cc1)NCC1CCCO1 (configuration not stated)
-15	102	106	-1	-2	0	0	6	-2	101	-2	CN(C)c1ccnc2sc3c(NCC(O)CO)ncnc3c12 (configuration not stated)
-2	98	99	2	22	-19	3	16	8	100	-10	O=C(Nc1ccc(O)c(-c2nc3ccccc3o2)c1)C1(c2ccccc2)CCCC1
9	101	100	12	8	2	5	7	10	95	6	O=C(O)c1ccc(/C=N/NC(=O)c2cc(-c3ccc4c5c(cccc35)CC4)n[nH]2)cc1
36	98	101	-3	-5	1	-1	10	-3	101	-6	CC1=NN(C(=O)Cc2ccccc2)C(O)(c2ccccc2)C1 (configuration not stated)
-7	97	97	-7	4	-5	4	9	-4	97	-11	C(=N\c1nc2ccccc2[nH]1)/c1cccs1
-31	105	107	-4	0	-2	-2	18	-4	107	0	COc1ccc(S(=O)(=O)N2CCCN(CC(=O)C(C)(C)C)CC2)cc1
-6	96	101	-3	-3	-3	0	22	-3	99	-4	CCOc1ccc(C(O)C(CN2CCOCC2)c2ccccc2)cc1 (configuration not stated)
-30	102	99	-7	-4	-1	-1	15	-3	?	-5	COC(=O)CC1C(=O)NCCN1C(=O)CSc1nc2ccccc2o1 (configuration not stated)
-5	100	99	1	-1	0	0	12	-1	101	1	N#C/C(C(=O)Oc1ccccc1)=C1/Nc2ccccc2-c2ccccc21
-26	116	101	0	0	4	3	11	1	136	1	CCCC(C(=O)NC(C)(C)C)N(C(=O)c1snc(C(N)=O)c1N)c1ccc2c(c1)OCCO2 (configuration not stated)
-5	94	87	1	0	3	0	16	2	94	-1	COC(=O)c1c(NC(=O)COC(=O)Cn2cnc3ccccc32)sc(C)c1C
0	97	101	-4	3	-5	1	28	-1	99	-11	Cc1ccc(C)c(N(C)S(=O)(=O)c2cccc3nsnc23)c1
-51	102	103	-17	-2	-15	-4	16	-7	98	-8	O=C(NC(=S)NCCC1=CCCCC1)c1cncc(Br)c1
-44	103	105	-2	0	1	-4	10	-3	106	-6	Cc1ccccc1N(CC(=O)NC(C)(C)C)C(=O)CS(=O)CC(=O)Nc1ccc2c(c1)OCO2 (configuration not stated)
56*	98	100	-6	-3	0	-1	26	-5	96	1	Cc1ccc(C(=O)Nc2nc(-c3ccc([N+](=O)[O-])cc3)cs2)o1
-18	105	103	-6	-1	-2	-2	23	-3	109	-2	COc1ccc(NC(=O)CNS(=O)(=O)c2cccs2)cc1
-5	97	100	-13	-4	-10	-7	36	-7	99	-15	Cc1nc(NC(=O)CN(C)S(=O)(=O)c2ccc(Cl)cc2)sc1C
-1	100	98	-11	-6	-14	-4	28	-11	100	-21	CCCCn1c(C(C)NC(=O)COC)nc2ccccc21 (configuration not stated)
-6	98	104	-6	1	-7	0	25	-9	102	-12	COc1ccc(-n2c(COc3ccccc3)nnc2SCc2ccc(C#N)cc2)cc1
3	106	102	0	2	0	1	18	0	104	-9	N#CC1(Cc2ccc([N+](=O)[O-])cc2)c2ccccc2C=CN1C(=O)c1ccccc1 (configuration not stated)
7	105	116	-9	-4	-10	-4	33	-10	105	-17	CSc1ccccc1NC(=O)CSc1nnnn1-c1ccccc1SC
-8	99	96	-11	-4	-2	-3	18	-14	99	-12	COc1ccccc1NS(=O)(=O)c1ccc(N/N=C(\C)C(C)C)c([N+](=O)[O-])c1
11	98	100	-4	-3	-4	-3	12	-6	102	-2	CC(=O)c1c(C)[nH]c(C(=O)OCC(=O)Nc2ccc([N+](=O)[O-])cc2Cl)c1C
-37	99	101	-7	-6	-1	-3	14	-4	101	-11	COC(=O)c1cc(OC)c(OC)cc1N
-8	104	105	-7	2	-4	3	52	-9	109	-10	CCc1ccccc1NC(=O)Cn1nc(C(F)(F)F)cc1C1CC1
-45	-19*	18*	-1	-2	-2	-3	11	-4	-0.4*	0	Clc1ccc(C2=CSC3=NCCN23)cc1Cl
-21	97	98	-4	0	-3	0	15	-3	96	-3	CCOc1ccc(NC(=O)CSc2ccccc2N)cc1
9	103	103	-2	0	0	0	14	-1	99	0	O=C(CSc1ccccc1)Nc1ccccc1N1CCOCC1
1	97	97	1	0	-1	0	32	0	96	0	CC1Cc2ccccc2N1C(=O)CSc1nnc2c(n1)[nH]c1ccccc12 (configuration not stated)
-22	102	104	-5	0	-6	0	29	-14	98	-7	O=C(c1ccco1)N1CCN(c2ncnc3scc(-c4cccs4)c23)CC1
-18	103	98	-6	-4	0	-2	11	-6	103	0	O=C1CS/C(=N/N=C/c2ccccc2OS(=O)(=O)c2ccccc2)N1
-8	98	103	5	0	7	2	16	3	100	3	COc1cc(CCC(=O)OCC(=O)Nc2ncc(Cl)cc2Cl)cc(OC)c1OC
-36	99	101	-5	1	1	-1	7	-1	100	-5	Nn1cc(-c2ccccc2)nc1SCC(=O)NCC(F)(F)F
-31	99	101	-5	-1	-6	1	9	-1	?	-6	O=c1[nH][nH]cc1C=Nc1ccccc1Cl
-59	101	102	-3	-4	0	-2	11	-5	105	0	CN(C)S(=O)(=O)c1ccc(N2CCCC2)c(C(=O)Nc2nc3ccc(F)cc3s2)c1
-35	98	100	1	0	-4	0	19	0	?	-3	CCC(C)NC(=O)c1ccccc1SC (configuration not stated)
-21	99	93	1	0	-4	-4	19	-1	97	0	COc1cccc(/C(O)=C2/C(=O)C(=O)N(c3cc(C)on3)C2c2cccs2)c1 (configuration not stated)
-1	104	104	-3	-2	-4	-4	38	-6	106	-9	CC(C)C(=O)NC(NCC1CCCO1)C(Cl)(Cl)Cl (configuration not stated)
-16	104	103	0	-2	-2	-2	6	-3	103	-2	Cc1c(C(=O)NCc2cccnc2)sc2ncn(CC(=O)N3CCCCC3C)c(=O)c12 (configuration not stated)
5	101	102	-9	4	-2	0	15	-1	100	-4	CCCn1c(=O)c2ccccc2n2c(SCC(=O)c3ccccc3)nnc12

# Reprinted from above, 14 compounds:
Mcl1-Bid inh	RGS4-Gao reg	RGS8-Gao reg	Bim-Bcl-B	Bcl-W Bim block	Bim-Bcl-2	Bim-Mcl-1	GSH bead fluor	Bim-Bcl-XL	RGS7-Gao	Bim-Bfl-1	smiles
-51	102	103	-17	-2	-15	-4	16	-7	98	-8	O=C(NC(=S)NCCC1=CCCCC1)c1cncc(Br)c1
-44	103	105	-2	0	1	-4	10	-3	106	-6	Cc1ccccc1N(CC(=O)NC(C)(C)C)C(=O)CS(=O)CC(=O)Nc1ccc2c(c1)OCO2 (configuration not stated)
56*	98	100	-6	-3	0	-1	26	-5	96	1	Cc1ccc(C(=O)Nc2nc(-c3ccc([N+](=O)[O-])cc3)cs2)o1
-18	105	103	-6	-1	-2	-2	23	-3	109	-2	COc1ccc(NC(=O)CNS(=O)(=O)c2cccs2)cc1
-5	97	100	-13	-4	-10	-7	36	-7	99	-15	Cc1nc(NC(=O)CN(C)S(=O)(=O)c2ccc(Cl)cc2)sc1C
-1	100	98	-11	-6	-14	-4	28	-11	100	-21	CCCCn1c(C(C)NC(=O)COC)nc2ccccc21 (configuration not stated)
-6	98	104	-6	1	-7	0	25	-9	102	-12	COc1ccc(-n2c(COc3ccccc3)nnc2SCc2ccc(C#N)cc2)cc1
3	106	102	0	2	0	1	18	0	104	-9	N#CC1(Cc2ccc([N+](=O)[O-])cc2)c2ccccc2C=CN1C(=O)c1ccccc1 (configuration not stated)
7	105	116	-9	-4	-10	-4	33	-10	105	-17	CSc1ccccc1NC(=O)CSc1nnnn1-c1ccccc1SC
-8	99	96	-11	-4	-2	-3	18	-14	99	-12	COc1ccccc1NS(=O)(=O)c1ccc(N/N=C(\C)C(C)C)c([N+](=O)[O-])c1
11	98	100	-4	-3	-4	-3	12	-6	102	-2	CC(=O)c1c(C)[nH]c(C(=O)OCC(=O)Nc2ccc([N+](=O)[O-])cc2Cl)c1C
-37	99	101	-7	-6	-1	-3	14	-4	101	-11	COC(=O)c1cc(OC)c(OC)cc1N
-8	104	105	-7	2	-4	3	52	-9	109	-10	CCc1ccccc1NC(=O)Cn1nc(C(F)(F)F)cc1C1CC1
-45	-19*	18*	-1	-2	-2	-3	11	-4	-0.4*	0	Clc1ccc(C2=CSC3=NCCN23)cc1Cl
